# HTR5A ag ctr – counter-screen for OPRM1-OPRD1 agonists: human HTR5A agonism; HTR5A agonist assay, luminescence, cell-based; activation, % at 9.3 µM; 340,000 tested, 0.61% active; in the data active = activation mostly above about 9.5%, no sharp cut-off; inactive = mostly below about 7.6%;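 note: 0% = cells with vehicle only and 100% = reference agonist; strong numbers were not always called active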
# Target sequence (P47898 whole entry, looked up): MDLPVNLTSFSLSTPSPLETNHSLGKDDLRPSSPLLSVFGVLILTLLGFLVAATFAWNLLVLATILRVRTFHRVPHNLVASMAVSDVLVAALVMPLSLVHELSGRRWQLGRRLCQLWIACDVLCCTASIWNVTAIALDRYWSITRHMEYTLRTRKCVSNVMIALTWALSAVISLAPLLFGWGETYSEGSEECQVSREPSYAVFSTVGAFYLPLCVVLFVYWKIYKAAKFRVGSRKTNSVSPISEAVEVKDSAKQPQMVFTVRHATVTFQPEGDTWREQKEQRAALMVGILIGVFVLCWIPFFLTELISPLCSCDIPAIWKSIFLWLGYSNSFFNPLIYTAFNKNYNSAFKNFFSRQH
# MITF act – MITF TRPM1 promoter activation in melanoma cells; SK-MEL-5 TRPM1-promoter luciferase, 24 h; % of positive control, neutral wells = 0; activation, % at 12.5 µM; 300,000 tested, 0.75% active; AID 588334;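 active = mean activation of at least 80% with every replicate also reaching 80%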;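 note: 0% = neutral control wells and 100% = parthenolide positive control wells; values of inactives mirror those of a sister screen read the other way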
# PvdQ inh – P. aeruginosa PvdQ acylase inhibition | purified PvdQ acylase, fluorescence plate reader | inhibition, % at 10 µM | 340,000 tested, 0.063% active; in the data active = inhibition above about 30%, passing the limit was not always enough;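 note: 0% = vehicle neutral wells and 100% = reference inhibitor wells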
# CDK5 p35 inh – inhibitors of human CDK5/p35 kinase. Q00535+Q15078. Recombinant CDK5/p35, ADP-Glo luminescence, 60 min. inhibition, % at 10 µM. 330,000 tested, 0.01% active;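 active = highest replicate inhibition of at least 50% and at least 75% of replicates reaching 50%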;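 note: plate controls were DMSO neutral control for no effect and GW8510 at 10 µM for full effect; many of its hits are not listed in these tables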
# SR-BI HDL uptake – inhibitors of mouse SR-BI mediated HDL lipid uptake | Q61009 | 320,000 tested, 0.96% active | ldlA[mSR-BI] CHO cells, DiI-HDL uptake fluorescence, 3 h | inhibition, % at 12.5 µM;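 active = mean replicate inhibition of at least 70% and a set share of replicates each scoring 70 or more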;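 note: 0% = median of neutral control wells and 100% = median of positive control wells; values of inactives mirror those of a sister screen read the other way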
# Wnt bcat act – Wnt/beta-catenin pathway activation; activation, % at 9.35 µM; Wnt/beta-catenin reporter cell assay, activator, plate reader; 300,000 tested, 1.2% active; in the data active = activation above about 30%, passing the limit was not always enough;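 note: 0% = neutral control wells and 100% = positive control wells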
# SR-BI uptake up – activators of SR-BI mediated HDL lipid uptake; AID 504775; activation, % at 12.5 µM; 320,000 tested, 0.096% active; CHO ldlA[mSR-BI] cells, DiI-HDL uptake fluorescence, 3 h; 100 = double the neutral-control signal;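 active = mean replicate activation of at least 60% and every replicate at or above 60%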;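 note: 0% = median plate neutral-control signal and 100% = twice that signal; values of inactives mirror those of a sister screen read the other way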
#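 System: CHO ldlA[mSR-BI] cells / Medium: HEPES-buffered (25 mM, pH 7.4) F12 plus 0.5% BSA / Probe or stimulus: labelled HDL, 10 µg/mL / Doses: single compound concentration, delivered by pin transfer / Schedule: 3 h, 37 °C / Measured by: DiI fluorescence, bottom read / Measure: cell-associated DiI fluorescence as measure of HDL uptake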
# RTF Ca sens act – increases calcium sensitivity of human cardiac regulated thin filaments | P19429+P45379 | IANBD-labeled TnC RTF fluorescence at EC20 calcium; 0% EC20 calcium, 100% full calcium | activation, % at 7.2 µM | 340,000 tested, 0.24% active;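 active = activation above the mean over all tested compounds plus 3 SD, cut at about 30% in these data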;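 note: rise in fluorescence read as greater calcium sensitivity of cardiac thin filaments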
# Rtt109 Vps75 – C. albicans Rtt109 histone acetyltransferase inhibition; Q5AAJ8; purified Rtt109/Vps75, ThioGlo CoA-SH fluorescence, 4 h; inhibition, % at 34.9 µM; 330,000 tested, 0.16% active; AID 540336;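 active = inhibition of at least 50% in every replicate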
# Target sequence (Q5AAJ8 whole entry, looked up): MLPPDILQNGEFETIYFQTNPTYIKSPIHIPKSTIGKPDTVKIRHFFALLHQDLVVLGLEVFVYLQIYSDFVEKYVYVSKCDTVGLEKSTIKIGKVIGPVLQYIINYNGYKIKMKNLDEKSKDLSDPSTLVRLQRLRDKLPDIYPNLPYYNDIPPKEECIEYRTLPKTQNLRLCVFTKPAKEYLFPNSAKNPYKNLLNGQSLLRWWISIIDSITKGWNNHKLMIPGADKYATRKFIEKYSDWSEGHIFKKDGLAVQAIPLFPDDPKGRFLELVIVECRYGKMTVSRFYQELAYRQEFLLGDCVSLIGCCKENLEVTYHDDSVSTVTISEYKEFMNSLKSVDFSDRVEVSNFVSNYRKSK
# dFosB activator – mouse delta FosB homodimer activation; P13346; purified delta FosB, TAMRA-CDK5 oligo fluorescence polarization; percent of positive-control signal above neutral wells; activation, % at 25 µM; 340,000 tested, 0.99% active; AID 493131;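 active = mean activation above about 17%, with every replicate also reaching it, limit read from the data, passing the limit was not always enough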;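 note: fluorescence polarization rise as delta FosB binds a TAMRA Cdk5 AP-1 oligo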
# Target sequence (P13346 whole entry, looked up): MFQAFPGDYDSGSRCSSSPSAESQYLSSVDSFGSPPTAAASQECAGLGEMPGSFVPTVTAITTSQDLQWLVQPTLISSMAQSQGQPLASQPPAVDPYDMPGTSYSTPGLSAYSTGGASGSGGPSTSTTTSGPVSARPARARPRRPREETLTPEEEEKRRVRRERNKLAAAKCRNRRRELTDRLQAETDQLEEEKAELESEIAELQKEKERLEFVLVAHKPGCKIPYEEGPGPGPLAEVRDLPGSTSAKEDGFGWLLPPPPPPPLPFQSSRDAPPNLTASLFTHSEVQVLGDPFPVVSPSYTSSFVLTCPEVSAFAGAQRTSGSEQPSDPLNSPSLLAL
# Active calls of the source: *; . = no result given.
molecule	PvdQ inh	Wnt bcat act	RTF Ca sens act	Rtt109 Vps75	HTR5A ag ctr	SR-BI uptake up	MITF act	CDK5 p35 inh	dFosB activator	SR-BI HDL uptake
COCCn1c(Cc2ccccc2)nnc1SCC(=O)NC(C)C	-18	.	2	5	-3	27	-9	-0.1	3	-27
CCOc1ccccc1C(=O)NC(C(=O)Nc1cccnc1)C(C)C (stereo not drawn)	-4	-1	-2	-12	5	-12	-10	-1.7	-10	12
CCN(CC)S(=O)(=O)c1ccc(Cl)c(NC(=O)COC(=O)c2ccc([N+](=O)[O-])o2)c1	-6	0	4	-3	1	-7	5	-4.5	-7	7
NS(=O)(=O)c1ccc(CCNC(=O)C2CC(=O)N(Cc3ccccc3Cl)C2)cc1 (stereo not drawn)	-13	1	-7	6	-1	25	-4	-1.7	0	-25
CCOC(=O)C1CCN(CC(=O)c2c(C)[nH]c3cc(C)ccc23)CC1	-1	-1	-4	-1	-1	-21	-2	1.2	-5	21
CCN(CC(=O)NCc1ccncc1)S(=O)(=O)c1cc(Cl)ccc1Cl	-11	-1	8	-4	1	.	.	-6.5	-3	.
CCC(C)NC(=O)C1CCCN(S(=O)(=O)c2ccc3c(c2)CC(C)N3C(C)=O)C1 (stereo not drawn)	-9	-2	-6	3	2	-1	-4	-1.7	-16	1
CC(C)(C)C(=O)N1CCN(c2ccc([N+](=O)[O-])c(-n3nc(-c4ccccc4)c4ccccc4c3=O)c2)CC1	-11	-11	1	4	-2	-23	-13	0.5	-1	23
CCCN1Cc2cccc(C(=O)Nc3ccc(CN4CCCC4)cc3)c2C1=O	-10	.	1	-8	-4	-23	10	1.8	-42	23
COc1ccc(C(=O)OCC(=O)NCc2cccs2)c(OC)c1OC	-9	0	2	-2	6	18	-2	-6.0	-9	-18
CC1CC(C)CN(C(=O)c2ccc(Br)c(S(=O)(=O)N3CCOCC3)c2)C1 (stereo not drawn)	-10	2	0	2	1	2	-3	-0.1	-6	-2
CCOc1cc(NC(=O)c2ccccc2C(=O)O)c(OCC)cc1NC(=O)c1ccccc1F	-11	-4	-1	0	1	-22	-2	0.5	-3	22
c1ccc(-c2cc(N3CCCCC3)ncn2)cc1	0	-1	-2	4	-3	-9	86*	1.2	2	9
COc1ccccc1N1CCN(CCCCOc2ccc(C)cc2C)CC1	-10	-1	-3	0	0	16	0	0.3	3	-16
CCn1c(=O)c(C(=O)NCc2ccccc2Cl)c(O)c2ccccc21	-3	-5	6	3	4	-15	-29	-1.6	-3	15
Cc1cccc(S(=O)Cc2ccc(C(=O)N3CCOCC3)o2)c1 (stereo not drawn)	-9	-4	-3	-2	-1	10	-7	.	3	-10
O=[N+]([O-])c1ccc(Cl)cc1NCC1CCCO1 (stereo not drawn)	18	-1	1	14	-1	16	0	2.0	-3	-16
Cc1nc(=O)cc(-c2ccccc2)n1-c1ccccc1	-7	-1	1	11	2	23	7	0.3	2	-23
COc1ccc(CN(C(=O)CSc2nnc(-c3c[nH]c4ccccc34)o2)c2ccc(F)cc2)cc1OC	-25	24	-1	5	16*	-29	1	0.7	-21	29
Cn1cc(Br)c(C(=O)NNC(=O)c2ccccc2)n1	10	.	2	7	7	1	6	0.8	-5	-1
CC(C)C(c1nnnn1C1CCCC1)N1CCC(C(N)=O)CC1 (stereo not drawn)	4	3	9	-6	4	-49	9	0.9	-1	49
CC1CCN(CCCNC(=O)CCc2nnc3n(CCc4ccccc4)c(=O)c4ccccc4n23)CC1	-2	2	1	17	3	0	27	0.4	2	0
CCN(CC)P(=O)(Nc1ccc(C)cc1Br)c1ccc(N(C)C)cc1NC(=O)c1ccco1 (stereo not drawn)	-6	4	9	7	0	-59	-15	0.0	0	59
Cc1cccc(C)c1NC(=O)CCCSc1nnc(-c2ccc(Cl)cc2)n1-c1ccccc1	-4	.	11	6	2	-26	-4	-0.8	-7	26
CC(C)C(C(=O)NCc1ccco1)N(Cc1ccco1)C(=O)CNS(=O)(=O)c1ccc(F)cc1 (stereo not drawn)	-15	1	0	2	0	.	-2	-0.7	-5	.
Cc1ccc(C)c(S(=O)(=O)N2CCC3(CC2)OCCO3)c1	-5	0	13	2	3	-2	1	-1.7	-1	2
COCCn1c(-c2ccccc2F)n[nH]c1=S	-4	-1	5	7	-3	4	2	0.3	-5	-4
CCOc1cccc(CN2CCN(Cc3ccc(C)o3)C(CCO)C2)c1O (stereo not drawn)	-8	0	-3	7	-1	9	-8	-0.1	-4	-9
CN(CCO)C(=O)c1cccc2c1-c1ccccc1C2=O	9	-3	-2	-17	2	7	13	5.7	-2	-7
CSc1nc(C)c(C(=O)C[n+]2ccccc2C)cc1C#N	-12	3	0	-24	2	.	-8	-0.3	-2	.
O=C(COC(=O)c1ccccc1OC(F)F)Nc1ccc(N2CCCCC2)cc1	-8	-2	1	2	9	-28	2	-3.3	-7	28
O=C(Nc1ccc(CN2CCOCC2)cc1)c1cccc(F)c1	-8	.	-3	2	-1	59	88*	2.2	-1	-59
COc1ccccc1NC(=O)c1c(NC(=O)c2ccco2)sc2c1CCC2	-11	.	-1	.	4	-58	3	0.9	-13	58
CC1CCCCC12NC(=O)N(CC(=O)OCc1c(F)cccc1Cl)C2=O (stereo not drawn)	-16	-2	-6	-2	-1	35	-12	1.4	-1	-35
Cc1cc(Br)ccc1NC(=O)CCN1C(=O)c2ccncc2C1=O	-3	-1	2	1	3	9	5	0.4	3	-9
Cc1ccc(CC2(c3ccccc3)NC(=O)NC2=O)cc1 (stereo not drawn)	-16	-4	-1	0	-3	25	-6	-2.0	-9	-25
COc1ccc(N2CCN(C(=O)Cc3csc(NC(=O)Nc4ccccc4OC)n3)CC2)cc1	-6	-4	-18	22	-1	-80	-2	1.1	-5	80*
Cc1c(C)c2ccc(OC(C)C(=O)NCCCn3ccnc3)c(C)c2oc1=O (stereo not drawn)	-17	3	4	4	2	-4	3	0.7	-5	4
Cc1c(Nc2ncnc3nc[nH]c23)c(=O)n(-c2ccccc2)n1C	0	-1	-3	13	8	19	.	-0.5	0	-19
COc1ccc(C2SCC(=O)N2c2ccc(OC)cc2)cc1 (stereo not drawn)	5	0	9	15	3	-5	-2	0.8	0	5
CCN(C(=O)CN1CC(C)OC(C)C1)c1c(N)n(Cc2ccccc2)c(=O)[nH]c1=O (stereo not drawn)	3	-2	5	9	7	4	7	1.1	-7	-4
O=C(CCC(=O)N1CCCC1)Nc1ccc(Cl)c(Cl)c1	13	1	-1	2	-2	18	9	1.9	-9	-18
CN(CC(=O)Nc1ccc(Cl)c(Cl)c1)C(=O)/C=C/c1ccc(F)cc1	3	.	4	-8	4	-12	0	1.3	0	12
COc1ccccc1-c1c(C(F)(F)F)oc2cc(OC(=O)c3ccccc3[N+](=O)[O-])ccc2c1=O	-1	.	-3	1	-3	-30	.	3.0	-4	30
COC(=O)c1cn(CC(=O)NC2CCCCCC2)c2ccccc12	5	.	5	-9	4	-18	8	-0.2	-2	18
Cc1cc(C)c2[nH]c(=O)c(CN(Cc3cccnc3)C(=S)NCCCN(C)C)cc2c1	0	0	7	0	-2	15	4	0.9	-7	-15
C[C@@H]1CN(C(=O)c2nc3ccc(Cl)cn3c2CN[C@H]2CCCCNC2=O)C[C@H](C)O1	2	2	-1	.	-1	22	8	-1.2	0	-22
Cc1ccc(C)c(OCC(=O)N2CCN(c3ncccn3)CC2)c1	-4	-1	-4	-5	3	-5	-1	0.6	-6	5

# As entered above.
# `O=C(CCC(=O)N1CCCC1)Nc1ccc(Cl)c(Cl)c1` in CDK5 p35 inh reads 1.9
# `C[C@@H]1CN(C(=O)c2nc3ccc(Cl)cn3c2CN[C@H]2CCCCNC2=O)C[C@H](C)O1` in RTF Ca sens act reads -1
# `CN(CC(=O)Nc1ccc(Cl)c(Cl)c1)C(=O)/C=C/c1ccc(F)cc1` in dFosB activator reads 0
# `CCN(C(=O)CN1CC(C)OC(C)C1)c1c(N)n(Cc2ccccc2)c(=O)[nH]c1=O` (stereo not drawn) in SR-BI uptake up reads 4

# (cont.)
molecule	PvdQ inh	Wnt bcat act	RTF Ca sens act	Rtt109 Vps75	HTR5A ag ctr	SR-BI uptake up	MITF act	CDK5 p35 inh	dFosB activator	SR-BI HDL uptake
O=C(c1ccc(S(=O)(=O)N2CCOCC2)cc1)N1CCN(S(=O)(=O)c2ccc(Cl)s2)CC1	-11	0	10	1	5	15	5	-1.3	-10	-15
CC(C)OC(=O)CSc1nc2ncc(Cl)cc2[nH]1	-6	5	5	0	-4	21	3	0.0	-1	-21
c1cncc(-c2nn3cnnc3s2)c1	-2	-3	4	-4	5	-17	.	1.5	4	17
COc1cc(OC)cc(C(=O)Nn2cnnc2)c1	-15	-1	0	-10	-1	17	-3	-1.0	0	-17
CCn1nc(C)c(CNC(=O)CCc2nnc(Cc3c[nH]c4ccccc34)o2)c1C	-5	-1	3	0	6	4	-3	0.2	-2	-4
C/C(=N\NC(=O)c1cc(-c2ccco2)nc2ccccc12)c1cccnc1	-4	1	-7	-77	-6	4	2	1.1	-12	-4
CSc1ncccc1C(=O)OCc1ccc([N+](=O)[O-])cc1	-9	-4	4	-8	1	.	14	1.9	-7	.
CCN(C(=O)COc1ccc2ccc(=O)oc2c1)C1CCCCC1	6	0	0	-2	9	-1	-4	-1.4	2	1

# Quoted at random: 2 entries already listed.
molecule	PvdQ inh	Wnt bcat act	RTF Ca sens act	Rtt109 Vps75	HTR5A ag ctr	SR-BI uptake up	MITF act	CDK5 p35 inh	dFosB activator	SR-BI HDL uptake
CSc1nc(C)c(C(=O)C[n+]2ccccc2C)cc1C#N	-12	3	0	-24	2	.	-8	-0.3	-2	.
CCC(C)NC(=O)C1CCCN(S(=O)(=O)c2ccc3c(c2)CC(C)N3C(C)=O)C1 (stereo not drawn)	-9	-2	-6	3	2	-1	-4	-1.7	-16	1

# Next structures:
molecule	PvdQ inh	Wnt bcat act	RTF Ca sens act	Rtt109 Vps75	HTR5A ag ctr	SR-BI uptake up	MITF act	CDK5 p35 inh	dFosB activator	SR-BI HDL uptake
Cc1cccc(CNc2ccc(S(=O)(=O)N3CCCCC3)cc2)c1	-6	-6	1	-9	3	-3	0	-5.6	-12	3
O=S(=O)(NC(=S)c1ccccc1)c1ccc(Cl)cc1	-13	1	-3	1	-1	5	-2	-1.7	-3	-5
N#Cc1sc2nc(-c3cccs3)cc(-c3ccccc3)c2c1N	-5	-1	1	8	-3	-84	39	-0.6	-9	84*
Cc1csc(SCC(=O)NC(=O)c2ccccc2)n1	0	0	4	18	3	15	-6	0.6	-1	-15
Cc1ccc(N2C(=O)CC(Sc3nc(C)cc(C)n3)C2=O)cc1 (stereo not drawn)	21	-1	6	5	5	7	-18	1.7	-2	-7
O=C(COc1cccnc1[N+](=O)[O-])NCCc1ccc(Cl)cc1	-17	0	3	1	2	6	8	-0.7	-1	-6
COc1ccc(Cc2noc(-c3ccc(C)cc3)n2)cc1	2	7	-1	-11	1	28	.	-1.0	2	-28
COc1ccc(S(=O)(=O)n2c(CCN3CCOCC3)nc3ccccc32)cc1	9	7	0	15	1	18	.	-2.2	-3	-18
COc1cccc(NC(=O)c2cc(OC)c(OC)c(OC)c2Br)c1	-4	-1	3	.	0	-42	-3	-1.7	1	42
O=C(CN1CCN(C2CCCCC2)CC1)Nc1ccccc1-c1ccccc1	-8	.	10	1	0	26	-3	-1.1	9	-26
CCOc1ccc(Br)cc1S(=O)(=O)N1CCC(C(N)=O)CC1	2	1	1	-3	1	-3	8	1.0	2	3

# Source: PubChem
